NCF1 inh – blocks human p47phox regulatory protein of NADPH oxidases; P14598; p47phox/p22phox peptide binding, fluorescence polarization, 2 h; inhibition, % at 24.7 µM; hit rate 0.53% among 220,000; AID 1274;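 active = inhibition above about 30%, limit read from the data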;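 note: 0% = p47phox with labelled peptide and 100% = labelled peptide alone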
NPY-Y2 PAM-ag – human NPY-Y2 potentiation or agonism, primary screen | AID 1359 | cells expressing NPY-Y2, potentiator/agonist read-out | hit rate 0.45% among 220,000 | activation, % at 3.6 µM | P49146; in the data active = activation above about 27%;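 note: cells stimulated with NPY near EC25 plus isoproterenol at EC100; 0% = vehicle plus submaximal agonist and 100% = vehicle plus saturating agonist; some results beyond the cut were filed as inactive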
Target sequence (P49146 whole entry, looked up): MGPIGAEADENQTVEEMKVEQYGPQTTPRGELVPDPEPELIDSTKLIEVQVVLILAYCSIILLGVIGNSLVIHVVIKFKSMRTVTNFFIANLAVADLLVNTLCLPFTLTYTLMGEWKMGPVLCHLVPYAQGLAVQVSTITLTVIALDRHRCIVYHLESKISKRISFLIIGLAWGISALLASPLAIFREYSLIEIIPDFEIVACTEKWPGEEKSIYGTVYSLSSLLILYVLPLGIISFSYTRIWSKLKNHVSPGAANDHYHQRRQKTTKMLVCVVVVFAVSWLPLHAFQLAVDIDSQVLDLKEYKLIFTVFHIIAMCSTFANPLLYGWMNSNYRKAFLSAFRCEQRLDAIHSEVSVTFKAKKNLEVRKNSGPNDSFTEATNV
CHOP inhibitor – CHOP inhibition in unfolded protein response. CHO-K1 CHOP-promoter luciferase, tunicamycin-induced, 15-18 h. inhibition, % at 10 µM. hit rate 3.8% among 220,000. AID 2732;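 active = compounds that reduced the stress-induced luciferase reporter signal by more than about 70% of percent inhibition, limit read from the data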;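 note: 0% = tunicamycin plus vehicle and 100% = wells without tunicamycin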
S1P4 antag – antagonists of human S1P4 receptor; O95977; S1P4-expressing cells, antagonist mode, reporter read-out; inhibition, % at 4.98 µM; hit rate 0.26% among 220,000; AID 1510; in the data active = inhibition above about 29%;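 note: 0% = wells stimulated with agonist and 100% = vehicle wells without agonist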
Target sequence (O95977 whole entry, looked up): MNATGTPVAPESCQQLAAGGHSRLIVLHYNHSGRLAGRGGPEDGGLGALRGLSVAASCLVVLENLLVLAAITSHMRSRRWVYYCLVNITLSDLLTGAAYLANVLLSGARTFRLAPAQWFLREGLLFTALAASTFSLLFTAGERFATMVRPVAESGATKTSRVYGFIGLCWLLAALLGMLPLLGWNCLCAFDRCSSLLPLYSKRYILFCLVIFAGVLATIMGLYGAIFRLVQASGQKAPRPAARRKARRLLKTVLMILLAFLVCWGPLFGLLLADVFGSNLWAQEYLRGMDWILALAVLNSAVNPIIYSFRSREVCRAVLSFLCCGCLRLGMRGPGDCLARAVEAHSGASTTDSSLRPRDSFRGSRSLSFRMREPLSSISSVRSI
S1P4 agonist – human S1P4 receptor agonism; S1P4-expressing cell line, agonist reporter assay; activation, % at 4.98 µM; hit rate 0.35% among 220,000; AID 1509; in the data active = activation above about 11%;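 note: 0% = DMSO vehicle and 100% = reference agonist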
NPY Y1 blocker – blocks the human neuropeptide Y Y1 receptor. AID 1040. P25929. inhibition, % at 3.6 µM. HEK293-CNG Y1 cells, membrane potential fluorescence; NPY at EC95, then isoproterenol. hit rate 1% among 200,000;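 active = inhibition above the campaign mean inhibition of all tested compounds plus 3 SD, cut at about 20% in these data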;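 note: 0% = DMSO wells given NPY plus isoproterenol and 100% = isoproterenol alone without NPY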
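Material: Y1- and CNG-channel-expressing HEK293 cells / Probe or stimulus: NPY 25 nM then isoproterenol 1 µM plus Ro 20-1724 25 µM / Doses: 3.6 µM single dose, DMSO 0.4% / Schedule: compound incubation 1 h at room temperature, readout 45 min post-stimulation / Signal: membrane potential fluorescence / Benchmarks: isoproterenol-only wells as full block versus NPY-plus-isoproterenol wells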
Ba/F3 V617F tox – reduce viability of Ba/F3 cells dependent on JAK2V617F; Ba/F3 EpoR-JAK2V617F viability, ATP luminescence; inhibition, % at 5.6 µM; hit rate 1.1% among 220,000;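 active = inhibition above the campaign mean plus 3 SD over all tested compounds, cut at about 24% in these data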;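 note: cytokine-independent growth of Ba/F3 cells driven by EpoR plus mutant JAK2; 0% = DMSO-treated cells and 100% = JAK inhibitor I control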
NPY1 pot ag – potentiates or activates human NPY-Y1 receptor; hit rate 0.37% among 220,000; AID 1304; NPY-Y1 expressing cells, potentiator/agonist activation; activation, % at 3.6 µM; P25929; in the data active = activation above about 33%, passing the limit was not always enough;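 note: cells stimulated with NPY at EC10 then isoproterenol at EC100; 0% = low agonist plus stimulus and 100% = saturating agonist plus stimulus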
BaF3 parental – counter-screen for JAK2V617F inhibitors: parental Ba/F3 viability inhibitors; CellTiter-Glo ATP luminescence; inhibition, % at 5.6 µM; hit rate 1.1% among 220,000;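 active = inhibition above a per-campaign cutoff, the mean inhibition of all tested compounds plus 3 SD, cut at about 27% in these data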;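 note: 0% = DMSO wells and 100% = JAK Inhibitor I control wells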
* hit, by the source's call; nt = not tested or not shown.

SMILES	NCF1 inh	NPY-Y2 PAM-ag	CHOP inhibitor	S1P4 antag	S1P4 agonist	NPY Y1 blocker	Ba/F3 V617F tox	NPY1 pot ag	BaF3 parental
Cc1ccc(S(=O)(=O)CCc2nnc(NC(=O)C3CCCCC3)s2)cc1	-14	-17	18	13	-0.3	nt	-3	-1	-7
C#CCN1C(=O)C(O)(CC(=O)c2ccc3c(c2)OCCO3)c2ccccc21 (stereo not given)	-4	-8	6	-18	-0.2	3	-1	6	7
COC(=O)c1ccc(COC(=O)CNC(=O)CNC(=O)c2ccc(C)cc2)cc1	-3	7	-3	5	-0.2	4	-2	10	1
Cc1cc(C)n2nc(S(=O)(=O)Nc3c(Cl)cccc3Cl)nc2n1	-3	-4	7	19	2.6	-1	-4	17	5
Cc1cc(F)ccc1S(=O)(=O)Nc1ccccc1C(=O)Nc1ncn[nH]1	-10	3	-3	-20	0.6	2	4	-11	10
N#C/C(=C/c1ccco1)c1nc2ccccc2s1	-11	-4	4	0	0.5	6	4	-2	12
CCCCCC(=O)NNC(=O)c1ccc(-c2ccccc2)cc1	2	-17	35	-5	1.2	-3	-1	-15	4
Nc1nc(Cl)cc(N2CCOCC2)n1	-5	-19	33	-35	1.2	3	-4	-2	4
COc1ccccc1OC(C)C(=O)NNC(=S)NC1CCCC1 (stereo not given)	-2	-1	-6	5	0.8	-1	4	-6	2
CC(C)(C)NS(=O)(=O)c1ccc(NC(=O)C2CCCCC2)cc1	4	-15	7	-10	1.3	-6	5	-32	5
O=C(CCl)Nc1ccc2c(c1)OCO2	-1	0	6	0	-0.5	-4	2	7	5
CCN(CC)C(=O)CSc1nnc2nnc3cc(OC)ccc3n12	8	-3	11	15	1.6	nt	-3	4	3
Cc1cs/c(=N\N=C\c2cccc([N+](=O)[O-])c2)n1Cc1ccco1	5	11	24	-6	-0.4	4	-1	-5	3
CCOc1c(Br)ccc2c1sc1nc[nH]c(=O)c12	-15	10	93*	-7	-2.2	-5	-4	-4	4
CC(=O)c1ccc(N2CCN(C(=O)/C=C/c3ccc(S(=O)(=O)NCc4ccco4)cc3)CC2)cc1	-14	7	20	-16	0.3	0	5	-7	12
Cn1c(=O)cc(OCC(=O)N2CCN(c3ccccc3F)CC2)c2ccccc21	-3	10	7	-3	0.2	7	0	8	4
Cc1c(N(C(=O)Cc2cccs2)C2(C(=O)NC3CCCC3)CCCCC2)c(=O)n(-c2ccccc2)n1C	2	0	6	1	-1.1	5	5	3	4
CC(=O)Nc1cccc(NC(=O)Nc2ccc(C)c(Cl)c2)c1	-25	-14	-19	0	-0.2	1	5	-14	5
CCn1c(CNC(=O)c2ccco2)nnc1SCC(=O)Nc1cc(C(F)(F)F)ccc1Cl	-8	2	19	9	-0.8	2	0	-5	6
CC1=NCCN1CCNC(=O)Nc1ccc(C(C)(C)C)cc1	-35	-4	6	3	0.8	nt	0	5	-3

A few values from the list:
Entry for CCn1c(CNC(=O)c2ccco2)nnc1SCC(=O)Nc1cc(C(F)(F)F)ccc1Cl in NPY Y1 blocker: 2
Entry for Nc1nc(Cl)cc(N2CCOCC2)n1 in BaF3 parental: 4

(next part)
SMILES	NCF1 inh	NPY-Y2 PAM-ag	CHOP inhibitor	S1P4 antag	S1P4 agonist	NPY Y1 blocker	Ba/F3 V617F tox	NPY1 pot ag	BaF3 parental
Cc1[nH]n(-c2ccc(Cl)cc2)c(=O)c1N=Nc1cccnc1	8	-13	90*	-5	0.0	nt	0	13	0
CCCCCOC(=O)Nc1nnc(CCCCC)s1	-11	5	95*	9	-1.6	6	-2	-7	1
CCOC(=O)Cc1cc(OC)c(OC)cc1Cc1cc(OC)c(OC)cc1CC(=O)OCC	-7	3	-5	-27	-1.5	3	4	-21	9
Cc1ccc(Cl)cc1N1CCN(C(=O)C2CCN(S(=O)(=O)c3c(C)nn(C)c3C)CC2)CC1	-4	-7	57	-3	0.5	-6	9	2	17
COCCN(C(=S)Nc1ccccc1OC)C(C)c1cccs1 (stereo not given)	-8	15	22	0	-2.3	4	-2	14	3
Cc1ccc(N2C(=O)C3CCC(C)(C2=O)C3(C)C)cc1C (stereo not given)	3	-13	14	-3	1.4	0	2	7	3
Cc1cc(NC(=O)CCC(=O)N(c2ccccc2)C(C(=O)NC2CCCC2)c2ccccc2)no1 (stereo not given)	-1	-21	16	-6	-0.6	-2	-2	-24	0
CC(C)c1ccc(C(=O)NC(=S)Nc2ccc3[nH]c(=O)[nH]c3c2)cc1	-5	-12	21	4	-0.5	nt	-3	7	1
Cc1cccc(N(C)S(=O)(=O)c2ccc3c(c2)CCC(=O)N3)c1	-7	11	-21	6	0.1	-3	-7	8	2
CCOC(=O)c1nnn(-c2nonc2N)c1-c1cccs1	0	-5	-18	1	-0.9	7	-2	11	-2
CC(C)C[C@H](NC(=O)Nc1ccccc1F)C(=O)O	-12	9	56	8	-1.8	-2	-4	-4	-1
O=C(O)C1CCCN1C(=O)Nc1ccc(Cl)cc1 (stereo not given)	-4	-6	-6	-3	1.0	1	2	0	4
CCOc1ccc(-n2nc3c(=O)[nH]nc(C)c3c2C)cc1	57*	5	35	-12	0.8	4	-3	-12	-1
C=CCn1c(N)cc(=O)nc1SCC(=O)N(c1ccccc1)c1ccccc1	-4	-7	-8	15	-4.1	-3	6	-4	16
Cc1cc(C(=O)O)cc(S(=O)(=O)N2CCOCC2)c1C	-6	-9	-66	-21	-0.1	-4	-1	-13	4
CC(NC(=O)c1c(Cl)cnn1C)C1CCCO1 (stereo not given)	5	12	3	-8	-0.1	nt	-2	13	-10
NC(=O)C1CCN(c2cc(N3CCOCC3)ccc2[N+](=O)[O-])CC1	-2	14	-6	7	0.0	3	2	8	2
CCOC(=O)c1cc(NC(=O)COc2ccc([N+](=O)[O-])cc2)cc(C(=O)OCC)c1	13	8	36	10	1.3	-6	-1	-6	0
CCCc1cc(=O)[nH]c(SCc2cc(C(=O)OC)c(C)o2)n1	5	-19	-17	-9	0.7	6	4	-20	5
C#CC(CO)N(CCN(Cc1ccccc1)C(C#C)CO)Cc1ccccc1 (stereo not given)	-8	1	-18	-1	-0.8	7	-3	2	4
CCC(C(=O)O)n1nc(-c2ccccc2)c2cc(Cl)ccc21 (stereo not given)	5	-8	13	-3	-0.2	8	-4	-5	1
COCCNc1nc2ccccc2nc1NS(=O)(=O)c1ccc(C)cc1C	-9	6	50	-4	1.7	5	0	-23	3
COc1cc(OC)cc(C(=O)NCCN2CCOCC2)c1	2	14	19	-7	-0.2	6	-2	-13	2
COc1ccc2c(c1)C(SCC(=O)NCCc1ccccc1)CC(C)(C)O2 (stereo not given)	3	5	-2	28	0.4	5	4	-12	9
CN(Cc1ccccc1)C(=O)CSc1nc2cc(C(=O)N3CCC(C(N)=O)CC3)ccc2c(=O)n1-c1ccccc1	-4	-3	-21	-4	0.0	nt	1	2	-5
O=C(Nc1c(C(=O)N2CCCCC2)cnn1-c1ccccc1)c1ccccc1	-7	6	23	3	0.2	-1	-4	10	2
Cc1cc(C(F)(F)F)nc(SCCN2CCOCC2)c1C#N	-9	-15	-11	8	2.0	9	4	-7	6
O=C(NCc1ccccc1Cl)C1CCCN(S(=O)(=O)c2cnc[nH]2)C1 (stereo not given)	-3	-5	36	-27	-0.1	6	2	5	5
Cc1ccc(NC(=O)CN2C(=O)CSC2=O)cc1	-14	-1	-6	-28	0.1	-6	0	12	0
Cc1ccc(C(=O)N2C(CC(=O)Nc3ccc(Cl)cc3)C(=O)NC3CCCCC32)cc1 (stereo not given)	-9	-4	12	0	0.9	-1	2	2	9
O=C(Nc1cc2c(oc1=O)CCCC2=O)c1cccc(Cl)c1	-10	-3	-10	-6	-1.8	1	-5	9	-2
Cc1ccc(S(=O)(=O)N2CCOC2CNC(=O)C(=O)NCc2ccco2)cc1 (stereo not given)	-11	-8	14	-1	1.2	6	1	-2	5
Cc1cccc(C(=O)NNC(=O)c2cccc(C)c2)c1	-3	20	4	-2	2.2	-3	-2	-8	0
CCCCC(=O)NC(=S)Nc1cccc(C(=O)O)c1	-3	-8	-19	-10	-1.1	0	3	-14	11
COC(=O)COc1ccc(NC(=O)c2ccco2)cc1	0	-3	-4	-6	1.1	nt	0	0	3
COc1ccc(OCC(=O)NNC(=O)C2CCCO2)cc1 (stereo not given)	-11	3	1	-20	1.2	0	2	7	6
COCCCNC(NC(=O)c1ccc(Br)cc1)C(Cl)(Cl)Cl (stereo not given)	8	66*	14	2	1.8	-9	2	59*	1
O=C(N/N=C/c1cccn1-c1ccccc1)c1ccncc1	-3	7	-13	-7	0.9	-6	-1	-2	7
COc1cccc(NC(=O)C(Sc2nnc(Nc3ccccc3C)s2)c2ccccc2)c1 (stereo not given)	-30	-1	1	-9	-0.3	-5	-1	35	5
COc1cccc(OC)c1OCCNC(C)(C)C	5	1	2	-16	1.4	4	0	4	4
CCCCC[n+]1ccn(C2=C([O-])c3ccccc3C(=O)/C2=N\S(=O)(=O)c2ccc(Br)cc2)c1	8	-12	-28	13	-0.1	nt	0	2	-8
CCCC(CCC)C(=O)Nc1ccc2c(c1)N(C(=O)CN1CCN(C)CC1)c1ccccc1CC2	0	-8	12	8	-2.2	16	-4	-18	2
COc1ccc(-n2ncc3c(N4CCCCC4)ncnc32)cc1	-9	11	89*	6	-2.1	-2	1	3	3
COc1ccc(CCNC(=O)C2CCN(S(=O)(=O)c3cc(OC)ccc3OC)CC2)cc1	-10	8	-11	-53	-3.6	2	-2	-8	1
O=C(Nc1cccc(S(=O)(=O)N2CCCCC2)c1)c1ccc(S(=O)(=O)C(F)F)cc1	-10	7	53	3	-2.8	-2	-1	4	4
CC(C)CCNC(=O)CN(C(=O)Cn1nnc(-c2ccccc2F)n1)c1cccc2c1CCCC2	-3	-13	-10	-10	-0.5	8	0	7	4
O=C(/C=C/NNC(=O)c1ccccc1)c1ccc([N+](=O)[O-])cc1	9	11	38	-15	0.9	-3	-1	23	5
O=C(Nc1cccc2c1C(=O)NC2=O)c1ccc(S(=O)(=O)N2CCCC2)cc1	nt	7	nt	21	1.1	-10	1	-2	6
NNc1ccc(S(=O)(=O)N2CCCCC2)cn1	-13	-7	32	-3	0.2	nt	-2	7	-3
CS(=O)(=O)N(CC(=O)O)c1ccc(Oc2ccccc2)cc1	1	-9	-27	1	-1.8	0	-4	-19	3
COCCNC(=O)/C(C#N)=C/c1ccc(SC)cc1	2	-7	-66	4	0.3	2	0	5	7
O=C(NS(=O)(=O)c1ccccc1)c1ccccc1O	-5	-13	26	9	-0.8	2	5	-1	3
Cc1cccc(NC(=O)C2CCCN2S(=O)(=O)c2ccc3c(c2)n(C)c(=O)c(=O)n3C)c1 (stereo not given)	-2	5	-9	2	-1.0	-5	-7	16	0
COc1cccc(CN(C)Cc2nc(Cc3ccccc3Cl)no2)c1	0	-7	-6	9	-0.4	5	5	-33	9
CCn1nc(C(=O)NCc2ccco2)c(Cl)c1Cl	4	-9	10	0	1.4	5	5	-11	6

An unsorted share of the library; any-hit rate near 7.1%.
